Compound activity (PubChem BioAssay)
NR2E3 ag-1: agonists of human nuclear receptor NR2E3; AID 2300; Q9Y5X4; inhibition of corepressor binding, % at 4.78 µM; GST-NR2E3/biotin-RetCOR TR-FRET, 1536-well; actives 0.12% (n = 320,000);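 active = percent inhibition above the cutoff of mean plus 3 SD of all tested compounds, set per screening campaign, cut at about 20% in these data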;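 also: 0% = DMSO wells and 100% = biotin wells as full block of FRET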
Target sequence (Q9Y5X4 whole entry, looked up): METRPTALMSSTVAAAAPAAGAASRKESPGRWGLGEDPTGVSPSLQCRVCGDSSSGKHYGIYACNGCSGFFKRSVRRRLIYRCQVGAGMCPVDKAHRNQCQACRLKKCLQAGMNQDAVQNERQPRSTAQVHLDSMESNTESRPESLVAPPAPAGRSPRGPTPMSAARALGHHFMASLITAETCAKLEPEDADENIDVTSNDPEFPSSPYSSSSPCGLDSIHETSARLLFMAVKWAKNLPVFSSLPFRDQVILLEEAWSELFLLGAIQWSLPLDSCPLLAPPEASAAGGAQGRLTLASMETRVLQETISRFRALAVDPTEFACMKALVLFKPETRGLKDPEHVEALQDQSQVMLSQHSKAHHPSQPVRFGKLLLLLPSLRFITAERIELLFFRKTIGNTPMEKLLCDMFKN
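System: GST-NR2E3 and biotin-RetCOR proteins; probe or stimulus: 7 nM biotin-RetCOR; doses: compound at 4.8 µM, single dose; schedule: Compound–protein incubation for 5 h at 4 °C; detection: time-resolved FRET; read-out: percent inhibition; controls: biotin wells as high control, 0.6% DMSO wells as low control; format: 1536-well plates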
H9c2 protect: protects H9c2 cardiomyocytes from peroxide injury; H2O2 injury protection, ATPLite, 2 h; protection from H2O2 cell death, % at 20 µM; actives 0.63% (n = 360,000); AID 588492;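 active = compounds giving at least 50% protection of heart cells from peroxide-induced death in the single-dose screen, raw or plate-pattern-corrected value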;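 also: 0% = DMSO wells with peroxide and 100% = DMSO wells without peroxide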
Peg3 promoter: inhibitors of Peg3 promoter; actives 1.7% (n = 360,000); inhibition, % at 20 µM; HeLa PEG-Prom luciferase reporter, luminescence, overnight; AID 588405;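 active = inhibition of at least 50% at 20 µM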
m5-HT2A agonist: activates the mouse 5-HT2A serotonin receptor; P35363; CHO-K1 mHTR2A beta-arrestin complementation, luminescence; percent of 30 µM serotonin response; activation, % at 7.6 µM; actives 0.66% (n = 360,000);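 active = activation above a run cutoff, the mean activation of all tested compounds plus 3 SD, cut at about 14% in these data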;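 also: 0% = plate median of compound wells and 100% = 30 µM serotonin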
Target sequence (P35363 whole entry, looked up): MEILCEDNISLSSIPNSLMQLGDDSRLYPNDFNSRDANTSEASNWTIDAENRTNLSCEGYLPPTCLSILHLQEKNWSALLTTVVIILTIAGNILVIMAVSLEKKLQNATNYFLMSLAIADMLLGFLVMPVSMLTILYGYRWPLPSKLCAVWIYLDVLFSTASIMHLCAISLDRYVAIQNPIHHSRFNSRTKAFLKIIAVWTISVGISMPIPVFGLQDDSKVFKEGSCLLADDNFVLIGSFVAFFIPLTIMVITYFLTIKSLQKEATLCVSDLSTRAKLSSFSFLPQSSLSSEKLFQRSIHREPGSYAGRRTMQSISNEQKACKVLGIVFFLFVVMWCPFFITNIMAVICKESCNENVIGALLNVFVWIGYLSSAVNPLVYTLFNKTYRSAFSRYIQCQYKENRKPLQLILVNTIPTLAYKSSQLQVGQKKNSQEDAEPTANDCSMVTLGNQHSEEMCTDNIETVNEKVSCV
CaV13 ICDI inh: Disruptors of the CACNA1D IQ motif to Ca2+-dependent inactivation inhibitor domain association, primary screening, Förster resonance energy transfer in intact living …; inhibition, % at 12.3 µM; HEK cells, CFP/YFP FRET ICDI-IQ, plate reader, 10 min; percent FRET-ratio fall versus neutral wells; actives 0.098% (n = 340,000);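 active = mean replicate inhibition of at least 30% and at least 1% of replicates passing that level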;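 also: 0% = median of the neutral control wells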
HIF-2a inh: HIF-2a inhibition; inhibition, % at 18.8 µM; AID 624352; actives 0.72% (n = 360,000); 786-0 RCC cells HIF-2a reporter, luciferase luminescence, overnight;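 active = inhibition of the luminescence signal of 40% or more relative to plate controls, in a single-dose primary screen at 18.75 µM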
Shn3 3UTR inh: Schnurri-3 reporter inhibition in Clone20 osteoblasts | actives 0.52% (n = 360,000) | Clone20 osteoblast Shn3 3'UTR firefly luciferase, 24 h | inhibition, % at 12.5 µM;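 active = mean inhibition of at least 75% with every replicate also reaching 75%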;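 also: 0% = median of neutral control wells and 100% = pilot-screen positive control compound; some compounds past the cut are filed as inactive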
PDI inh: PDI (human) enzyme inhibition; P07237; PDI insulin aggregation turbidity, A650, 90 min; inhibition, % at 10 µM; actives 0.052% (n = 350,000);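 active = mean inhibition across replicates of 30% or more, whatever share of single replicates reach that level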;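 also: absorbance from insulin aggregation driven by PDI reduction with DTT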
hiPSC survival: hiPSC single-cell survival enhancement; survival enhancement, % at 20 µM; ATPlite luminescence; 100% = ROCK inhibitor wells, 0% = DMSO; actives 0.044% (n = 360,000); in the data active = survival enhancement above about 18%;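 also: cells exposed to compounds for 16 hours before the ATP read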
NR2E3 ag-2: agonists of human NR2E3 nuclear receptor. CHO-S Gal4-NCOR/VP16-NR2E3 two-hybrid, luciferase. actives 0.35% (n = 360,000). inhibition of corepressor binding, % at 3.98 µM. AID 602229. Q9Y5X4;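 active = inhibition above the mean of all tested compounds plus 3 SD, cut at about 70% in these data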;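 also: 0% = DMSO with NR2E3 transfected cells and 100% = cells lacking NR2E3 construct; higher means lower luciferase signal from less NR2E3 corepressor binding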
MITF TRPM1 inh: reduces MITF-dependent TRPM1 promoter luciferase signal; actives 0.83% (n = 330,000); inhibition, % at 12.5 µM; SK-MEL-5 TRPM1 promoter luciferase, 24 h;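 active = mean inhibition across replicates of 60% or more, whatever share of single replicates reaches that level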; also: values of inactives mirror those of a sister screen read the other way
* = called active by the depositor; · = not tested or not shown.

SMILES	NR2E3 ag-1	H9c2 protect	Peg3 promoter	m5-HT2A agonist	CaV13 ICDI inh	HIF-2a inh	Shn3 3UTR inh	PDI inh	hiPSC survival	NR2E3 ag-2	MITF TRPM1 inh
CCOC(=O)N1CCN(C(=O)Cn2nc(-c3ccc(Cl)cc3)ccc2=O)CC1	1.9	-7.4	2.9	3.2	-4.5	10.9	13.7	-3.9	1.5	21.0	2.8
O=C(CC1SC(N2CCCC2)=NC1=O)Nc1ccc(C(=O)Nc2ncccc2O)cc1 (centres undefined)	-4.6	3.2	-18.0	2.1	-1.3	-23.3	-126.0	-1.6	0.4	-10.9	-5.1
CC(C)[C@H](NC(=O)c1cccc(S(=O)(=O)N2CCOCC2)c1)C(=O)OCC(=O)Nc1cccc(Br)c1	·	-7.3	2.3	-1.0	-1.7	6.5	21.8	3.2	0.7	-20.6	9.8
O=C(NCN1CCN(c2ccccc2F)CC1)c1ccccc1	-2.6	0.9	24.9	-0.4	-5.4	6.3	-10.4	7.4	-3.5	-6.9	9.7
COc1ccc(NC(=O)c2ccc(-c3ccc([N+](=O)[O-])cc3)o2)cc1	2.1	4.6	-13.4	-0.1	-15.6	-24.1	-11.8	-3.8	-0.1	-6.3	-12.9
COc1ccc(-c2coc3c(C(=O)NCC4CCOCC4)cccc23)c(C)c1	·	-18.9	24.2	-3.2	-5.4	16.8	53.5	-3.2	-1.8	70.9*	·
COc1ccccc1CNc1nc(NCc2ccccc2F)c2sccc2n1	·	-26.4	36.3	-4.7	·	14.8	66.3	16.6	-4.1	81.7*	·
CCCn1c2c(c(O)c(C(=O)Nc3nc4ccccc4s3)c1=O)CCCC2	1.1	0.2	-30.8	6.0	-1.1	-50.8	-1.7	-3.1	0.5	9.9	14.8
COc1cc2c(cc1OC)C1=C(C#N)CC/C(=N\S(=O)(=O)c3cccc(Cl)c3)N1CC2	2.7	23.6	25.5	-4.4	-3.4	22.5	14.2	-10.9	3.6	37.2	4.9
COCCCn1cnnc1SCC(=O)Nc1ccc(S(=O)(=O)N2CCCC2)cc1	-0.1	12.8	7.5	-2.3	-6.4	16.2	19.2	10.1	0.2	-11.3	3.5
COc1ccc(N2C(=O)CC(N(Cc3ccc(S(N)(=O)=O)cc3)C(C)=O)C2=O)cc1 (centres undefined)	3.1	16.2	0.4	4.0	-5.5	4.9	-5.2	0.3	2.4	8.5	4.7
O=C(Nc1ccc(S(=O)(=O)Nc2ccccn2)cc1)c1cccc([N+](=O)[O-])c1	3.6	1.8	11.0	-4.8	-5.0	17.7	-6.9	-2.8	-0.3	1.0	0.2
Cc1nn(CC2CCCCC2)c(N)c1-c1ccccc1	-0.9	-12.4	-178.7	2.7	-4.5	-164.0	-30.3	-0.9	-3.2	-28.9	-29.8
COc1ccc2ccccc2c1CNCc1ccccn1	1.4	9.2	-182.1	-1.5	-5.1	-153.7	-17.7	2.3	6.9	-13.3	-31.9
COC(=O)c1ccc2nc(C3CCCCC3)c(CC(C)(C)C)n2c1	·	-3.4	9.4	-4.9	-3.2	31.4	-11.6	·	0.1	6.7	·
CCCOc1cccc(C(=O)Nc2cccnc2)c1	-3.2	-4.9	-32.0	0.0	·	-56.5	-7.6	-8.0	-2.7	-1.5	-18.7
CC(=O)Nc1ccc(S(=O)(=O)c2ccc([N+](=O)[O-])cc2)cc1	0.6	-8.2	1.7	1.8	-19.3	-0.5	-1.0	-0.9	1.1	-7.3	14.0
O=C(COc1ccc(F)c(Cl)c1)N1CCN(c2ccccn2)CC1	0.4	13.0	-6.5	-1.1	·	2.1	-14.9	1.2	-0.3	1.4	-12.2
CC1(C)CC(=O)C=C(c2cccs2)C1	3.2	0.9	-7.0	-5.6	-10.6	2.3	-28.4	1.2	1.1	-6.8	-1.5
Cc1ccc(Nc2nc(-c3sc(NC(=O)c4ccco4)nc3C)cs2)cc1	0.6	11.7	14.6	1.4	-3.9	-31.8	-10.7	-5.9	-0.2	-16.8	7.1
CCN1CCN(c2cc(C)c3cc(NC(=O)c4cccnc4Cl)ccc3n2)CC1	5.5	24.2	8.8	-2.5	-5.1	1.6	-4.1	0.9	-2.2	-19.2	-20.4
CC/C=C/C(=O)N1CC2(CC(c3cccc(NC(=O)COc4ccc(Cl)cc4)c3)=NO2)C[C@H]1C(N)=O (some centres undefined)	1.9	-1.9	-18.9	-8.8	-4.1	-14.4	-18.0	-0.6	0.4	17.5	-7.6
O=C(CCCN1C(=O)/C(=C/c2ccccc2Cl)SC1=S)NNC(=O)c1ccc(Cl)cc1Cl	-0.6	13.4	65.9*	13.0	-7.9	73.4*	42.2	0.4	0.2	-13.1	48.4
Cc1ccc2nc(SCC(=O)OCc3ccccc3)nc(=O)n2c1	1.4	10.2	-3.1	12.1	-5.4	-2.3	1.0	0.9	0.3	-16.1	2.3
CN1CCN(C(=O)c2ccccc2-c2nc(-c3ccccc3)no2)CC1	1.8	-2.7	-97.5	-8.6	-4.9	-162.1	-28.3	-12.5	0.0	-77.2	-6.1
O=C(COc1ccccc1[N+](=O)[O-])N(Cc1ccccc1)c1ccccn1	-0.3	5.9	-1.4	1.6	-6.1	-9.3	2.7	-4.4	3.1	13.4	3.7
Cc1csc(NC(=O)c2c(-c3c(Cl)cccc3Cl)noc2C)n1	-3.6	10.0	35.3	-2.9	-5.7	16.6	9.9	-4.4	2.2	-2.1	3.1
COc1cc(/C=C2\C(=N)N3N=C(S(C)(=O)=O)SC3=NC2=O)cc(OC)c1OCCOc1cccc(C)c1	3.7	8.7	3.9	-3.9	-4.1	22.3	-8.7	-0.4	-0.2	-9.3	-2.9
CC1(OC(=O)CCc2ccccc2)C(=O)C=C2C=C(c3ccc(C#N)cc3)N(Cc3ccccc3)C=C2C1=O (centres undefined)	-2.4	7.1	-13.0	7.2	-11.0	9.3	-12.5	0.8	0.9	12.0	-8.7
COc1ccccc1S(=O)(=O)N(C)C[C@H]1OCc2cnnn2CCCC(=O)N([C@H](C)CO)C[C@@H]1C	·	-1.9	6.2	2.2	-6.8	13.9	-9.3	-2.1	16.9	4.0	·
CCOc1ccc(C(=O)O)cc1OC	0.6	5.2	-6.1	0.8	·	4.4	-11.8	-0.2	0.6	-13.3	12.7
CC1CCC2C(=O)N(c3ccc(C(=O)Oc4cccc5cccnc45)cc3)C(=O)C2C1 (centres undefined)	-0.8	-3.7	7.6	0.0	-9.3	17.8	17.6	1.2	1.8	-14.2	14.4
Cc1ccc(N(CC(O)CN2CCCCC2)S(=O)(=O)c2ccccc2)cc1 (centres undefined)	-1.0	-2.5	-12.9	-8.9	-2.3	-1.4	6.0	-6.8	-0.7	-9.3	-2.4
O=C(CN1C(=O)NC2(CCCC2)C1=O)Nc1cc(C(F)(F)F)ccc1N1CCCCC1	-5.4	-5.6	7.0	-1.0	-6.3	0.8	5.5	-10.5	-0.4	28.5	4.8
Cc1cccc(C(=O)NCCC(=O)Nc2ccc(C)c(F)c2)c1	1.9	-6.3	-6.9	-10.6	-2.8	-12.1	12.2	13.9	0.1	22.7	-7.0
CCC(CO)Oc1cc(NCc2ccc(C)c(C)c2)c2ncn(C(C)C)c2c1 (centres undefined)	·	-13.5	29.0	-2.7	-10.4	7.4	80.1	-1.9	5.5	-0.8	4.0

Profiles as entered above.
Listed for `CCC(CO)Oc1cc(NCc2ccc(C)c(C)c2)c2ncn(C(C)C)c2c1` (centres undefined) = NR2E3 ag-1: ·; H9c2 protect: -13.5; Peg3 promoter: 29.0; m5-HT2A agonist: -2.7; CaV13 ICDI inh: -10.4; HIF-2a inh: 7.4; Shn3 3UTR inh: 80.1; PDI inh: -1.9; hiPSC survival: 5.5; NR2E3 ag-2: -0.8; MITF TRPM1 inh: 4.0
Listed for `CC1(OC(=O)CCc2ccccc2)C(=O)C=C2C=C(c3ccc(C#N)cc3)N(Cc3ccccc3)C=C2C1=O` (centres undefined) = NR2E3 ag-1: -2.4; H9c2 protect: 7.1; Peg3 promoter: -13.0; m5-HT2A agonist: 7.2; CaV13 ICDI inh: -11.0; HIF-2a inh: 9.3; Shn3 3UTR inh: -12.5; PDI inh: 0.8; hiPSC survival: 0.9; NR2E3 ag-2: 12.0; MITF TRPM1 inh: -8.7
Listed for `Cc1cccc(C(=O)NCCC(=O)Nc2ccc(C)c(F)c2)c1` = NR2E3 ag-1: 1.9; H9c2 protect: -6.3; Peg3 promoter: -6.9; m5-HT2A agonist: -10.6; CaV13 ICDI inh: -2.8; HIF-2a inh: -12.1; Shn3 3UTR inh: 12.2; PDI inh: 13.9; hiPSC survival: 0.1; NR2E3 ag-2: 22.7; MITF TRPM1 inh: -7.0

The list goes on:
SMILES	NR2E3 ag-1	H9c2 protect	Peg3 promoter	m5-HT2A agonist	CaV13 ICDI inh	HIF-2a inh	Shn3 3UTR inh	PDI inh	hiPSC survival	NR2E3 ag-2	MITF TRPM1 inh
CN1CCN(C2=Cc3cc(Cl)ccc3Sc3cc(F)ccc32)CC1	0.8	-25.1	94.2*	-6.0	·	36.5	-46.8	1.5	-0.5	-13.8	-6.0
CCC(=O)c1ccc(OCC(=O)OCC(=O)Nc2cccc(S(=O)(=O)N3CCOCC3)c2)cc1	·	6.9	3.2	3.3	-5.8	11.5	4.9	1.1	-0.7	-9.4	-2.8
O=C(CNC(=S)N(Cc1ccccc1F)C1CCCCC1)NCCCN1CCOCC1	-0.7	-4.0	-1.5	-3.9	-2.2	-8.5	-7.8	0.9	-0.4	-13.1	-4.7
CC(C)(C)N1C(=O)[C@H]2[C@@H](c3ccc(Br)cc3)N3C(=O)N(c4ccc(Br)cc4)C(=O)[C@@]3(Cc3ccccc3)[C@H]2C1=O	0.2	3.3	-7.2	2.6	·	-25.0	5.5	-2.7	0.7	-6.7	-14.5
O=C(c1ccc(Cn2c(=S)[nH]c3ccc(Br)cc3c2=O)cc1)N1CCN(C2CCCCC2)CC1	-4.2	3.3	7.3	-8.6	-4.3	10.5	2.4	-7.0	-0.6	-1.7	-4.6
O=C(/C=C/c1cccs1)N1CCc2ccccc21	0.7	-14.5	-89.7	1.2	-3.4	-100.2	-17.9	0.5	-4.0	-179.8	-0.4
CCN(CC)S(=O)(=O)c1ccc(NC(=O)COC(=O)CCc2cc(OC)c(OC)c(OC)c2)cc1	-2.5	0.9	-0.6	-1.9	-4.3	14.8	-20.5	1.9	0.1	7.6	-1.7
CCCCCCn1c(C(C)NC(=O)c2ccco2)nc2ccccc21 (centres undefined)	1.6	-14.8	16.3	0.8	·	13.7	3.9	-3.6	-1.3	-18.3	-6.5
Cc1ccccc1CN(C)C(=O)COC(=O)c1ccc2[nH]c(C)c(C)c2c1	·	-8.8	-35.6	-5.8	-6.3	-54.5	13.3	7.2	1.1	-18.2	-7.2
COCCNC(=O)c1cccc2c(-c3cnn(C)c3)coc12	·	8.9	-3.5	-2.8	-11.5	0.5	-25.2	-2.2	-0.2	23.7	·
C=CCn1c(=N)n(CC(=O)O)c2ccccc21	-0.8	3.6	9.5	4.9	-2.9	22.5	-6.8	-1.3	11.3	-20.8	1.8
